High-throughput results as filed in PubChem BioAssay.
TbREL1 primary: TbREL1 inhibition, primary screen; TbREL1 RNA ligation, FRET fluorescence; inhibition, % at 9.66 µM; 0.49% of 89,000 active;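 active = inhibition above the mean inhibition across all screened compounds plus 3 SD, cut at about 11% in these data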;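 note: 0% = plate median of test wells and 100% = NSC42067 control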
Target sequence (P86926 whole entry, looked up): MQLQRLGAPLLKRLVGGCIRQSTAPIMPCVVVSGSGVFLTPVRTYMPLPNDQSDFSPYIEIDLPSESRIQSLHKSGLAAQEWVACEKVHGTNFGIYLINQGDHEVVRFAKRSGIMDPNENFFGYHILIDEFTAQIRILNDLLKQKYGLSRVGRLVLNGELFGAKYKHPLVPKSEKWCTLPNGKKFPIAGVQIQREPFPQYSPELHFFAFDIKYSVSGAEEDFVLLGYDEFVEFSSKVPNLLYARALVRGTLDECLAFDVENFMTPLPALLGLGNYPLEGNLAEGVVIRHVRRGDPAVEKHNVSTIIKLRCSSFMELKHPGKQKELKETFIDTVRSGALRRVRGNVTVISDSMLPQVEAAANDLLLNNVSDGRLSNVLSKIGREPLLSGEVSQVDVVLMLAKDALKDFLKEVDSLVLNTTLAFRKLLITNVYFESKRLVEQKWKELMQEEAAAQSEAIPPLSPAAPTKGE
* marks the source's active call; other numbers are inactive results.

compound	TbREL1 primary
CC1=C(C(=O)Nc2ccccn2)C(c2ccc(Br)cc2)n2ncnc2N1 (configuration not stated)	-1.2
CCCNC(=O)C(Cc1cccc(Cl)c1)NC(=O)c1ccc(C#N)cc1 (configuration not stated)	-0.6
CCOc1cc(C#N)c(NC(=O)c2ccnn2C)cc1OCC	1.0
N#C/C(=C/c1ccc2c(c1)OCO2)C(=O)Nc1ccc(O)cc1	-2.1
Cn1nnnc1SCC(=O)Nc1ccccc1-c1ccccc1	-0.8
CCCCCCCNC(=O)CC(NS(=O)(=O)c1ccc(NC(C)=O)cc1)C(C)C (configuration not stated)	0.2
CCc1cc2cc(OC)ccc2nc1SCC(=O)Nc1cc(OC)c(OC)cc1C(=O)O	-2.0
Cc1c(C(=O)NCc2ccc(Cl)c(Cl)c2)sc(=O)n1Cc1ccc(S(C)(=O)=O)cc1	-3.1

Next part, overlapping the part above by five compounds.
compound	TbREL1 primary
N#C/C(=C/c1ccc2c(c1)OCO2)C(=O)Nc1ccc(O)cc1	-2.1
Cn1nnnc1SCC(=O)Nc1ccccc1-c1ccccc1	-0.8
CCCCCCCNC(=O)CC(NS(=O)(=O)c1ccc(NC(C)=O)cc1)C(C)C (configuration not stated)	0.2
CCc1cc2cc(OC)ccc2nc1SCC(=O)Nc1cc(OC)c(OC)cc1C(=O)O	-2.0
Cc1c(C(=O)NCc2ccc(Cl)c(Cl)c2)sc(=O)n1Cc1ccc(S(C)(=O)=O)cc1	-3.1
O=C1CCCN2N=C(SCC(=O)N3CCCCC3)SC2=N1	0.6
CC(C)c1nc2ccc(Br)cn2c1NC1CCCC1	3.8
Nc1cc2c(cc1Cl)-c1ccccc1C2=NO	1.8
CC(C(=O)N1CCCC1)N1CCN(S(=O)(=O)c2ccccc2)CC1 (configuration not stated)	1.9
O=C(Nc1ccc(Oc2cccc(C(F)(F)F)c2)nc1)c1ccccc1	3.8
Cc1cc(SCC(=O)N(C)C2CCS(=O)(=O)C2)nc2c(C)cccc12 (configuration not stated)	3.6
O=C(Nc1nc2c(s1)CCc1ccccc1-2)c1ccco1	-0.4
CCN(C[C@H]1N[C@@](CC)(C(=O)OC)[C@H]2C(=O)N(C)C(=O)[C@@H]12)C(=O)c1ccccc1	5.1
O=[N+]([O-])c1cccc(CN2C[C@@]34C=C[C@@H](C[C@@H]3S2(=O)=O)O4)c1	-1.1
CCN(CC(=O)Nc1ccc(NC(C)=O)cc1)C(=O)/C=C/c1cn(-c2ccccc2)nc1-c1ccc(C)cc1	1.6
S=c1[nH]nc(-c2ccncc2)n1/N=C/C=C/c1ccccc1	-8.6
O=C(N/N=C1\CCCc2ccccc21)c1ccc([N+](=O)[O-])cc1Cl	-0.1
O=c1c(Br)c(N2CCCCC2)cnn1-c1ccccc1	-1.6
Cn1c(=O)c([N+](=O)[O-])c(NCc2ccc3c(c2)OCO3)c2ccccc21	-0.6
Cc1ccnc2nc(C(=O)OCC(=O)N(Cc3ccccc3)C(C)(C)C)nn12	-0.4
CCCCN(CCCC)C(=O)c1cc(Cl)ccc1[N+](=O)[O-]	1.5

Rewritten field by field: entries from further up
SMILES: Cn1c(=O)c([N+](=O)[O-])c(NCc2ccc3c(c2)OCO3)c2ccccc21
  TbREL1 primary: -0.6
SMILES: Cc1ccnc2nc(C(=O)OCC(=O)N(Cc3ccccc3)C(C)(C)C)nn12
  TbREL1 primary: -0.4

Following part
compound	TbREL1 primary
Cn1ncc2c(=S)[nH]c(=S)[nH]c21	-2.4
Cn1c(C=O)c(C#CC(C)(C)O)c2ccccc21	3.5
CC1=CC[C@@]23CCCN2C(=O)CCC[C@H]3C1	1.1
O=C(COc1cccc(C(F)(F)F)c1)NNC(=O)c1ccc(=O)[nH]c1	2.1
CC(C)C(=O)Nc1ncc2c(n1)CC(c1cccs1)CC2=O (configuration not stated)	-3.0
COC(=O)[C@]12C[C@H](CC(=O)N3CCSCC3)C(=O)N(Cc3cccc4ccccc34)C1=C[C@H](C(C)(C)C)O[C@@H]2C	7.6
NC(=O)N1N=C2/C(=C/c3ccccc3)CCCC2C1c1ccccc1 (configuration not stated)	-3.2
C/C=C/C(=O)Nc1cccc(C2=NOC3(C2)C[C@@H](C(N)=O)N(C(=O)C(c2ccccc2)c2ccccc2)C3)c1 (some centres not stated)	-1.5
CCOc1ccc(/C=N/NC(=O)C(=O)N2CCCCCC2)c2ccccc12	-0.9
O=C(NCc1ccco1)C1CC(=O)N(c2cccc(Cl)c2)C1 (configuration not stated)	-3.0
CCOC(=O)C1=C(C)N(C)C(=S)NC1c1ccccc1Cl (configuration not stated)	-4.0
O=C1/C(=C\c2ccco2)SC(=S)N1C1CCS(=O)(=O)C1 (configuration not stated)	18.9*
Cc1ccc(C)n1-c1sc2c(c1C#N)CCC(C)C2 (configuration not stated)	-3.7
C/C(=N/NC(=O)c1ccoc1C)c1cccc(NC(=O)C2CC2)c1	-0.8
COC(=O)c1c(-n2cnnn2)sc(C)c1C	4.2
Cc1ccc(-c2csc(N3CCC(C(N)=O)CC3)n2)cc1	-4.1
O=C(CNC(=O)c1ccco1)NCc1ccc2c(c1)OCO2	1.5
CCn1c(SCC(=O)Nc2nccs2)nnc1-c1ccc(S(=O)(=O)N2CCCCCC2)cc1	-3.8
CSc1ccccc1NC(=O)c1cccnc1	-2.7
Cc1c(Br)c([N+](=O)[O-])nn1CC(=O)c1ccccc1	1.8
CSc1ncccc1C(=O)N1CCC(C)(C(=O)O)C1 (configuration not stated)	-0.8
COc1cccc(/C=C2\SC(=O)N(CCC(=O)NNC(=O)c3ccccc3Cl)C2=O)c1	1.2
CCOC(=O)Cc1nnc(NC(=O)COc2ccc(C)cc2)s1	0.4
C[C@@H](C(=O)Nc1ccc2ccccc2c1)[C@@H]1C[C@@]1(C)[C@@H](N)c1ccccc1	7.2

Compounds above containing a cyano group (four):
compound	TbREL1 primary
CCCNC(=O)C(Cc1cccc(Cl)c1)NC(=O)c1ccc(C#N)cc1 (configuration not stated)	-0.6
CCOc1cc(C#N)c(NC(=O)c2ccnn2C)cc1OCC	1.0
N#C/C(=C/c1ccc2c(c1)OCO2)C(=O)Nc1ccc(O)cc1	-2.1
Cc1ccc(C)n1-c1sc2c(c1C#N)CCC(C)C2 (configuration not stated)	-3.7

The list continues.
compound	TbREL1 primary
O=C(CSc1nc2ccccc2c(=O)[nH]1)Nc1ccc(N2CCOCC2)cc1	4.7
Oc1cccc(C=NCc2ccccc2)c1O	11.7*
CCCCCCSc1ccc([C@@H]2[C@@H]3C(=O)N(CC)C(=O)[C@@H]3[C@]3(C(=O)OC)CCCCN23)cc1	0.7
CC1CN(C(=O)CSc2nnc(C3CCCCC3)n2N)CC(C)O1 (configuration not stated)	0.0
O=C(Nc1ccc(Br)cc1)C1CC(O)CN1C(=O)Oc1ccccc1 (configuration not stated)	4.1
CS(=O)(=O)CC(=O)Nc1ccc2nc3n(c(=O)c2c1)CCCCC3	-2.6
Cc1ccc(S(=O)(=O)NC(=O)Nc2cc(C(C)(C)C)on2)cc1	-0.4
CS(=O)(=O)N(CC(=O)NCc1ccco1)c1ccccc1Cl	3.0
Nc1nc(NCc2ccccc2)nc(Nc2cccc(F)c2)c1[N+](=O)[O-]	5.4
CCCC1=NN2C(=N)/C(=C\c3cc(C)n(Cc4ccccc4)c3C)C(=O)N=C2S1	-1.9
CCC(=O)N1CCc2cc(S(=O)(=O)CCC(=O)NCc3cccs3)ccc21	0.1
CCN1C(=O)C(CC(=O)Nc2ccc(OC)cc2)N(Cc2cccnc2)C1=S (configuration not stated)	3.8
O=C1C2C3C=CC(C3)C2C(=O)N1CC1CCCO1 (configuration not stated)	0.2
O=C1c2ccc(Cl)cc2S(=O)(=O)c2cccc(C(=O)N3CCC(Cc4ccccc4)CC3)c21	-0.3
O=S(=O)(NCC1CCCO1)c1ccc(S(=O)(=O)N(Cc2ccc(F)cc2)Cc2ccco2)cc1 (configuration not stated)	-2.7
COCCNC(=O)c1n[nH]c2ccccc12	1.3
O=C(N/N=C/c1ccccc1Br)C1CC1	0.9
COc1ccc(C(=O)O/N=C(\C)c2ccccc2)cc1	3.0
Cc1cc(C)c(OCC(=O)OCC(=O)NC2CCC(C)CC2)c(C)c1 (configuration not stated)	0.3
Cc1nnc(SCC(=O)Nc2ncc3c(n2)CC(C)(C)CC3=O)s1	-0.9
C=CCN1C(=O)NC(c2ccc(OC)cc2)(C(F)(F)F)S/C1=C(\C#N)c1nnc(N2CCOCC2)n1-c1ccccc1 (configuration not stated)	-4.2
COc1ccccc1Nc1nc2ccccc2[nH]1	2.2
COc1cc(OC)cc(-c2c(Sc3ccccc3)c3cc(-c4cnc(OC)nc4)ccc3n2C)c1	1.6
CCc1nnc(NC(=O)c2cc(-c3ccccn3)nc3ccccc23)s1	-0.2
COc1cccc2cc(C(=O)Oc3ccc(NC(C)=O)cc3)c(=O)oc12	-4.0
Cc1cc(C)c2cc(CN(CCCN(C)C)C(=S)NCc3ccccc3)c(=O)[nH]c2c1	-0.5
CC(=O)N1CCN(C(=O)CNC(=O)c2ccc(Br)o2)CC1	4.3
CCCCN(C(=O)c1ccc(S(=O)(=O)N2CCCCC2)cc1)C1CCS(=O)(=O)C1 (configuration not stated)	-1.5
CC1(C)Cc2nc(N3CCOCC3)c(C#N)cc2CO1	0.1
Cc1ccc(C(=O)N2CCCC(C(=O)Nc3cccc(-c4ccc(F)cc4)c3)C2)cn1 (configuration not stated)	-3.0
COC(=O)C1=C(N)OC2=C(C(=O)CCC2)C1c1cccnc1 (configuration not stated)	0.1
Cc1occc1-c1nnc(SCC(=O)O)n1-c1ccccc1	0.1
CCN(CC)S(=O)(=O)c1cc(NC(=O)CCNC(=O)c2ccco2)ccc1C	1.1
CNc1nc(SCc2ccccc2)nc(N2CCOCC2)n1	-0.7
Cc1noc(C)c1NC(=O)N(C)C[C@H]1Oc2ccc(NC(=O)Nc3ccccc3)cc2C(=O)N([C@H](C)CO)C[C@@H]1C	-2.7
CC1CCCC(n2c(=S)[nH]c3ccccc3c2=O)C1C (configuration not stated)	-2.1
O=C(NCc1ccco1)C1CCCN(S(=O)(=O)c2ccc(F)cc2)C1 (configuration not stated)	1.6
Cc1ccc2cc(COC(=O)c3ccco3)c(=O)[nH]c2c1	0.7
CC(C)NC(=O)COC(=O)/C=C/c1ccco1	1.4
CCOC(=O)C(=O)Nc1cc(C(=O)OC)cc(C(=O)OC)c1	-0.5
CCn1c2ccccc2c2cc(NC(=O)COC(=O)C3CCC(=O)N3)ccc21 (configuration not stated)	-1.9
Cc1cc2c(c(=O)n1CCN(C)C)C(c1ccccc1Br)C(C#N)=C(N)O2 (configuration not stated)	1.1
C[C@H]1[C@@H](OC(=O)NCc2ccc(Cl)cc2)CC[C@@]23CCCN2C(=O)CCC[C@@H]13	-1.7
COc1ccc(C(=O)NCCc2nnc3ccc(SCC(=O)Nc4ccccc4)nn23)cc1	3.8
O=C(Nc1ccc2c(c1)C(=O)N(CC1CCCO1)C2=O)c1cccc(Br)c1 (configuration not stated)	3.5
Cc1ccc(S(=O)(=O)N2CCCN(S(=O)(=O)c3ccc4c(c3)OCCO4)CC2)cc1	2.1
COc1cc(OC)cc(C(=O)N[C@H](C(=O)OCC(=O)Nc2ccc(F)c(F)c2)C(C)C)c1	2.1
COCCn1c(=S)[nH]c2cc(C(=O)N3CCN(c4ccccc4OC)CC3)ccc2c1=O	-2.7
N=C1/C(=C/c2cccs2)C(=O)N=C2SN=C(SCc3ccccc3)N12	1.6
O=C(NCCc1ccccc1)c1ccc(Sc2ccccc2Cl)c([N+](=O)[O-])c1	3.4
CCCc1nnc(SCC(=O)N2CCOCC2)n1Cc1ccco1	0.6
O=C(CN1C(=O)CC(c2ccco2)Sc2ccccc21)NCC1CCCO1 (configuration not stated)	-3.2
COC[C@@H]1CCCN1c1ccc2c(c1)OCCCN(C1CC1)S2(=O)=O	-2.2
COc1cccc(CN2CCNC(=O)C2CC(=O)NCC(C)(C)N2CCOCC2)c1OC (configuration not stated)	0.3
NC(=O)C1CCN(C(=O)c2ccc(NS(=O)(=O)c3ccc(F)cc3)cc2)CC1	0.1
COc1cccc(CN(C)C(=O)CSc2nc3ccccc3[nH]2)c1OC	-0.7

(continued)
compound	TbREL1 primary
CC(C)CCN1C(=O)c2ccc(C(=O)NCc3ccccn3)cc2C1=O	0.3
Cc1ccc(-c2noc(CC(=O)c3ccc([N+](=O)[O-])cc3)n2)cc1	-4.1
CCOC(=O)c1ccc2c(c1)N(CC(=O)N1CCCC1)C(=O)C(C)(C)O2	-0.9
Cc1[nH]nc2c1C(c1ccc(Cl)cc1)C(C#N)=C(N)O2 (configuration not stated)	-0.6
COCCNS(=O)(=O)c1ccc(-c2ccc(S(=O)(=O)NCCOC)cc2)cc1	-1.4
Cc1ccc2c(c1)c(=O)c(Br)c(C)n2Cc1ccccc1	3.1
Cc1c(CCOC(=O)c2ccc(Cl)cc2Cl)sc[n+]1CC(=O)c1ccc(Br)cc1	7.2
Cc1cccc(NC(=O)CS(=O)(=O)c2cn(CC(=O)N3CCOCC3)c3ccccc23)c1	-2.1
N#CC(C(=O)NC1CCCCC1)=C1CCCCCC1	5.6
COCCSc1nc2c(c(=O)[nH]c(=O)n2C)n1Cc1cccc(C)c1	-0.1
CCOC(=O)C1=C(CN2CCSCC2)NC(=O)NC1c1cccc([N+](=O)[O-])c1 (configuration not stated)	-0.8
CCC(C)NS(=O)(=O)c1ccc(S(=O)(=O)N2CCCC3(CCCCC3)C2)cc1 (configuration not stated)	-0.2

A portion of the library; rates above refer to the full screens.
